RECQ1 helicase – blocks DNA unwinding by human RECQ1; P46063; RECQ1 DNA unwinding, red fluorescence kinetic read; Potency, µM (top dose mostly 57.3 µM), for the others: at the top dose activity, negative = inhibition, most hits filed as inhibitors; 240,000 compounds, 0.54% hits;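 further: plate controls were vehicle for no effect and no enzyme for full effect; nearly all actives have a fitted effect of over 30% in size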
Target sequence (P46063 whole entry, looked up): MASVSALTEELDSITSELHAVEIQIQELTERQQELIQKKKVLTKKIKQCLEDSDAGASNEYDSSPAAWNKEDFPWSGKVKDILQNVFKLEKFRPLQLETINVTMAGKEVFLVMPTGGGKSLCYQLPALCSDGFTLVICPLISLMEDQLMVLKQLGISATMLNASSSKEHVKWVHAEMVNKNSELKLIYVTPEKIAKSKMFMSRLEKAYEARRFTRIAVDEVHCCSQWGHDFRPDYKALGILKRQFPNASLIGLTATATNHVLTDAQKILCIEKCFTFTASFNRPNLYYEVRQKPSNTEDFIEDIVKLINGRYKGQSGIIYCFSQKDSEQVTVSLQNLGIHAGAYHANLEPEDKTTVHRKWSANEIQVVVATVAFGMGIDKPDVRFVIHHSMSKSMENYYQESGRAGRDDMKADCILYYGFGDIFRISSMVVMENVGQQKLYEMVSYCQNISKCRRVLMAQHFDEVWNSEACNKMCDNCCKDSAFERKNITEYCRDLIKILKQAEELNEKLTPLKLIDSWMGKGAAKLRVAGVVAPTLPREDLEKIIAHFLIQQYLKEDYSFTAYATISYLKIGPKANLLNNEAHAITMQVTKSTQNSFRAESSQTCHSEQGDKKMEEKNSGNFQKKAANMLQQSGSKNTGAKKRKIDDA
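RECQ1T1 50 nM; forked duplex (20 bp + 30-nt ss tails) 200 nM, ATP 2 mM final; pH 8.0, 2 mM MgCl2, 2.5 ug/ml poly(dI-dC); 15 min compound preincubation; discontinuous kinetic read over 2 h at RT.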
RGS12 GoLoco inh – RGS12 GoLoco-Gai1 interaction inhibition | P63096 | Gai1:RGS12 GoLoco peptide FP, rhodamine, 10 min | Potency, µM (series often up to 61.6 µM), for inactives: at the top dose activity, negative = inhibition, hits mostly inhibitors | 230,000 compounds, 0.44% hits | AID 880; active means well fitted inhibition curve with a large enough effect, not every such curve was filed as active; inactive means no such curve, though single readings can be large or run the other way; further: on the % scale 0 is the no-effect control and ±100 the full control effect; nearly all actives have a fitted effect of over 30% in size; many of its hits are not listed in these tables
Target sequence (P63096 whole entry, looked up): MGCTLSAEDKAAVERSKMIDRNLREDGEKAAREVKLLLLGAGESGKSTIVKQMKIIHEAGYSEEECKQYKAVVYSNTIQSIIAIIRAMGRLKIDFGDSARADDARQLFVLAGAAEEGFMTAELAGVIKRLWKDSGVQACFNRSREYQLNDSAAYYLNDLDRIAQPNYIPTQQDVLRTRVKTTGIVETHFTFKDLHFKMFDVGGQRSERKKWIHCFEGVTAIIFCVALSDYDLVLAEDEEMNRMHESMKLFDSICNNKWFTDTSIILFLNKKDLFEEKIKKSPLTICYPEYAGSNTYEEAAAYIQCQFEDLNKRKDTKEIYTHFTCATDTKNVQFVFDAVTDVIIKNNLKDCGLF
NPSR antagonist – neuropeptide S receptor (human) antagonism, cAMP; Q6W5P4; CHO-NPSR cells, cAMP TR-FRET, antagonist mode; Potency, µM (highest dose often 38.3 µM), without a hit: at the highest dose activity change, negative = inhibition, hits mostly inhibitors; 220,000 compounds, 1% hits; further: on the % scale 0 is the no-effect control and ±100 the full control effect; nearly all actives have a fitted effect of over 50% in size; many of its hits are not listed in these tables
KinaseGlo FLuc – Kinase-Glo luciferase inhibition (counter-screen). Q27757. Kinase-Glo luciferase, ATP luminescence, 8 min. Potency, µM (top dose mostly 38.3 µM), without a hit: top-dose activity change, negative = inhibition, most hits filed as inhibitors. 200,000 compounds, 0.28% hits. AID 1379; further: on the % scale 0 is the no-effect control and ±100 the full control effect; nearly all actives have a fitted effect of over 60% in size
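Compounds were added to a substrate mix at pH 7.2 (50 mM imidazole, 10 uM ATP, within the enzyme's linear range), followed by Kinase-Glo detection reagent; luminescence was measured after 8 minutes at ambient temperature.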
IMPase Li cell – cell-permeable IMPase inhibitors with lithium potentiation | CHO-M1 cells, IP1 TR-FRET (IP-One), carbachol + lithium | Potency, µM (doses to about 59.4 µM), for inactives: at the top dose activity, negative = IMPase inhibition, actives largely listed as inhibitors | 210,000 compounds, 0.35% hits;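 further: IP1 builds up when IMPase is blocked and the TR-FRET signal falls; plate controls were basal vehicle for no effect and high inhibitor control for full effect; nearly all actives have a fitted effect of over 50% in size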
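CHO cells stably expressing M1 receptor (2000/well, cultured 16–30 h) treated 30 min at 37C with compound plus low lithium. Cytosolic IP1 by TR-FRET (665/620 ratio and 620 channel) after 10 min lysis; AC50 by Hill fit.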
JMJD2E inh – blocks human JMJD2E demethylase activity; 230,000 compounds, 1.6% hits; JMJD2E catalytic domain, FDH-coupled NADH fluorescence (FDH is formaldehyde dehydrogenase); B2RXH2; Potency, µM (highest dose often 57.1 µM), for the others: at the highest dose activity change, negative = inhibition, usual class: inhibitors; active means well fitted inhibition curve with a large enough effect, not every such curve was filed as active; inconclusive means small, poorly fitted or top-dose-only effect, or another doubt; inactive means no such curve, though single readings can be large or run the other way;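 further: 0% = wells with enzyme and -100% = buffer wells without enzyme; nearly all actives have a fitted effect of over 50% in size; many of its hits are not listed in these tables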
SMN2 splice up – increases expression of the SMN2 splice variant. HEK293 SMN2-luciferase splicing reporter, luminescence, 30-36 h. Potency, µM (top dose mostly 46.1 µM), without a hit: at the top dose activity change, positive = activation, hits mostly activators. 210,000 compounds, 2.8% hits. AID 1458; further: % of control where 0% means no effect; nearly all actives have a fitted effect of over 55% in size
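HEK293 cells carry an SMN2 minigene-luciferase reporter in which exon 7 inclusion puts luciferase in frame. Cells were seeded at 2000 cells/well, attached for 10-12 hours, then exposed to compounds for 30-36 hours at 37C before ONE-Glo luminescence.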
Epigenetic reg – regulators of epigenetic silencing causing reporter derepression in mouse cells; murine LDR cells, GFP reporter derepression, 30 h; Potency, µM (top dose mostly 53.9 µM), without a hit: at the highest dose GFP activation, actives largely listed as activators; 280,000 compounds, 0.2% hits; further: % of control where 0% means no effect; nearly all actives have a fitted effect of over 60% in size
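Derepression of a silenced CMV-GFP reporter in murine LDR cells is scored by enumerating GFP-positive cells with a laser-scanning microplate cytometer after 30 hours of treatment at 37 C.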
Numbers without * were called inactive; & = joins results of further samples; [ ] = remark or other dose. Unless noted, the call rests on the fitted dose curve; in most records, active means well fitted curve in the direction sought with a large enough effect; inconclusive means small, poorly fitted or top-dose-only effect, or another doubt; inactive means no such curve, though single readings can be large; an effect the other way counts as inactive or inconclusive. Potency means the concentration at half of the fitted maximal effect.

For COC(=O)C1=CO[C@@H](C)[C@@H]2CN3CC[C@]4(C(=O)Nc5ccccc54)[C@@H]3C[C@H]12 the results were RECQ1 helicase -11%, RGS12 GoLoco inh 10%, NPSR antagonist -12%, KinaseGlo FLuc 0%, IMPase Li cell 3%, JMJD2E inh -3%, SMN2 splice up -24% and Epigenetic reg -1.0%.
Cc1ccc(C(=O)C2CN(C)CC2C(=O)c2ccc(C)cc2)cc1 (configuration not stated) was read as RECQ1 helicase -6%, RGS12 GoLoco inh 2%, NPSR antagonist -7%[46.1 µM], KinaseGlo FLuc -2%, IMPase Li cell -1%[38.3 µM], JMJD2E inh 2%, SMN2 splice up -5% and Epigenetic reg 0.0%.
For CC(C)(C)P(=O)(NCc1ccccc1)c1ccccc1 (configuration not stated) the results were RECQ1 helicase 0%, RGS12 GoLoco inh 6%, NPSR antagonist 21%, KinaseGlo FLuc 3%, IMPase Li cell -8%, JMJD2E inh -7%, SMN2 splice up 13% and Epigenetic reg 3.9%.
For COc1cc2c(c(OC)c1OC)-c1ccc(OC)c(=O)cc1[C@@H](NC(C)=O)CC2 the results were RECQ1 helicase -2%&5%&-1%&-6%, RGS12 GoLoco inh 11%&12%&-12%&-4%&10%&1%, NPSR antagonist inconclusive, KinaseGlo FLuc -4%, IMPase Li cell 12%&-1%&-4%&-8%&-4%, JMJD2E inh -20%&-24%, SMN2 splice up 6%&-2%&-12% and Epigenetic reg 3.7%&4.7%&4.3%.
`CCOc1ccc(-c2cc(C)[n+](CCN(CC)CC)c(-c3ccc(OCC)cc3)c2)cc1` gave RECQ1 helicase inactive, RGS12 GoLoco inh 12%, NPSR antagonist 53%, JMJD2E inh inconclusive and Epigenetic reg 0.0%.
Screening COc1ccc(CN2C(=O)NC(=O)/C(=C/c3ccc([N+](=O)[O-])o3)C2=O)cc1 returned RECQ1 helicase 10µM*, RGS12 GoLoco inh 214%[activator], NPSR antagonist 10%, KinaseGlo FLuc -14%, IMPase Li cell 3%, JMJD2E inh -13%, SMN2 splice up -23% and Epigenetic reg 0.2%.
Cc1ccccc1-n1c(O)c(C=Nc2ccc(N(C)C)cc2)c(=O)[nH]c1=O was read as RECQ1 helicase inactive, RGS12 GoLoco inh 2%, NPSR antagonist inconclusive, KinaseGlo FLuc 1%, IMPase Li cell 10%[38.3 µM], JMJD2E inh -30%, SMN2 splice up -16% and Epigenetic reg -1.4%.
`Nc1ccc(Sc2ccc(N)cc2)cc1` gave RECQ1 helicase 6%, RGS12 GoLoco inh 3%, IMPase Li cell 6% and SMN2 splice up 7%.
Screening O=C(O)c1cccc2nc3ccccc3nc12 returned RECQ1 helicase -10%, RGS12 GoLoco inh -5%, NPSR antagonist 24%, KinaseGlo FLuc 2%, IMPase Li cell -14%, JMJD2E inh -15%, SMN2 splice up 1% and Epigenetic reg -3.2%.
For O=[N+]([O-])c1ccc(N2CCNCC2)cc1Sc1ccccn1 the results were RECQ1 helicase -8%, RGS12 GoLoco inh 7%, NPSR antagonist 10%, KinaseGlo FLuc -4%, IMPase Li cell 3%, JMJD2E inh 6%, SMN2 splice up -1% and Epigenetic reg -1.3%.
Screening COP(N)(=O)SC (configuration not stated) returned RECQ1 helicase inactive, RGS12 GoLoco inh 1%, KinaseGlo FLuc -2%, IMPase Li cell -2%, JMJD2E inh -3%, SMN2 splice up 5% and Epigenetic reg 22%.
`CCCCn1c(O)c(C(C)=NCCc2ccccc2)c(=O)[nH]c1=O` gave RECQ1 helicase 0%, RGS12 GoLoco inh 9%, NPSR antagonist 9%[46.1 µM], KinaseGlo FLuc 2%, IMPase Li cell 17%[38.3 µM], JMJD2E inh -2%, SMN2 splice up -7% and Epigenetic reg -1.1%.
CNCCc1nc(N)n[nH]1 was read as RECQ1 helicase -5%, RGS12 GoLoco inh -2%, NPSR antagonist -8%[46.1 µM], KinaseGlo FLuc 1%, IMPase Li cell 1%[38.3 µM], JMJD2E inh -2%, SMN2 splice up 1% and Epigenetic reg -6.2%.
`C=C1CC[C@H](O)C/C1=C/C=C1\CCC[C@]2(C)[C@@H]([C@H](C)CCCC(C)C)CC[C@@H]12` gave RECQ1 helicase -9%&-4%, RGS12 GoLoco inh -4%&-10%, KinaseGlo FLuc 1%[39.9 µM], IMPase Li cell 8%&11%, SMN2 splice up -37%[inhibitor] and Epigenetic reg 7.4%.
Screening CC(C)COc1ccc(C2(C#N)CC[N+](C)(C)CC2)cc1 returned RECQ1 helicase -2%, RGS12 GoLoco inh -7%, NPSR antagonist inconclusive, KinaseGlo FLuc -5%, IMPase Li cell 12%[38.3 µM], JMJD2E inh 4%, SMN2 splice up 11% and Epigenetic reg 1.3%.
Screening Cc1cc(C(=O)N=Nc2c(O)n(C)c3ccccc23)c(C)o1 returned RECQ1 helicase -2%, RGS12 GoLoco inh 2%, NPSR antagonist -8%, KinaseGlo FLuc inconclusive, IMPase Li cell 5%, JMJD2E inh 7%, SMN2 splice up 7.1µM* and Epigenetic reg 0.0%.
Screening O=c1[nH]c(=S)n(CCC2=CCCCC2)c(O)c1C=NCCCn1ccnc1 returned RECQ1 helicase inconclusive, RGS12 GoLoco inh 171%[activator], NPSR antagonist -9%[46.1 µM], KinaseGlo FLuc 3%, IMPase Li cell 33%[activator][38.3 µM], JMJD2E inh 8%, SMN2 splice up -5% and Epigenetic reg 0.0%.
CN(C)C(=O)Oc1ccc(-c2cn3cc(C(F)(F)F)ccc3n2)cc1 was read as RECQ1 helicase -6%, RGS12 GoLoco inh 7%, NPSR antagonist 6%, KinaseGlo FLuc -2%, IMPase Li cell -1%, JMJD2E inh inconclusive, SMN2 splice up inconclusive and Epigenetic reg 0.9%.
Screening Cc1nn(Cc2ccc(Cl)cc2Cl)c(Cl)c1C(=O)Nc1ccc(OC(F)F)cc1 returned RECQ1 helicase -5%, RGS12 GoLoco inh -16%, NPSR antagonist -32%, KinaseGlo FLuc -1%, IMPase Li cell 7%, JMJD2E inh 1%, SMN2 splice up -53%[inhibitor] and Epigenetic reg 3.7%.
Cc1ccc(-c2cn3c(=S)[nH]nc3s2)cc1 was read as RECQ1 helicase inactive, RGS12 GoLoco inh 1%, NPSR antagonist -17%[46.1 µM], KinaseGlo FLuc 1%, IMPase Li cell 10%[38.3 µM], JMJD2E inh 6.3µM*, SMN2 splice up -5% and Epigenetic reg -1.1%.
`COc1cc2c(cc1OC)[C@@]13CCN4CC5=CCO[C@H]6CC(=O)N2[C@H]1[C@H]6[C@H]5C[C@H]43` gave RECQ1 helicase -18%, RGS12 GoLoco inh 4%, NPSR antagonist 0%, KinaseGlo FLuc 0%, IMPase Li cell -9%, JMJD2E inh 0%, SMN2 splice up -52%[inhibitor] and Epigenetic reg 0.9%.
CN1C(=O)c2ccccc2Sc2ccc(C(=O)N3CCC4(CC3)OCCO4)cc21 was read as RECQ1 helicase -12%, RGS12 GoLoco inh 9%, NPSR antagonist -2%[46.1 µM], KinaseGlo FLuc -5%, IMPase Li cell -14%[38.3 µM], JMJD2E inh 1%, SMN2 splice up -19% and Epigenetic reg 1.9%.
For Cc1ccc(OP(N)(=O)Oc2ccc(C)cc2)cc1 the results were RECQ1 helicase -1%, RGS12 GoLoco inh 2%, NPSR antagonist 0%, KinaseGlo FLuc -4%, IMPase Li cell -9%, JMJD2E inh 8%, SMN2 splice up -16% and Epigenetic reg -1.4%.
OC(c1ccccc1)(c1ccccc1)C1CCNCC1 was read as RECQ1 helicase -1%, RGS12 GoLoco inh 3%, NPSR antagonist 13%[46.1 µM], KinaseGlo FLuc -4%, IMPase Li cell 32%[38.3 µM], JMJD2E inh -4%, SMN2 splice up 2% and Epigenetic reg -3.0%.
Screening Cn1c(NN=O)nc2ccccc21 returned RECQ1 helicase inactive, RGS12 GoLoco inh 7%, NPSR antagonist 40%, KinaseGlo FLuc -1%, IMPase Li cell 5%, JMJD2E inh 6% and Epigenetic reg 11µM*.
CCCCCSc1cc(OC)c(CCNC)cc1OC was read as RECQ1 helicase -14%, RGS12 GoLoco inh 11%, NPSR antagonist 3%[46.1 µM], KinaseGlo FLuc 0%, IMPase Li cell 43%[activator][38.3 µM], JMJD2E inh 3%, SMN2 splice up -9% and Epigenetic reg 0.8%.
Screening Cc1ccc(N2C(=O)/C(=C/c3ccc(CN(CCC#N)S(C)(=O)=O)o3)C(=O)NC2=S)cc1C returned RECQ1 helicase 25µM*, RGS12 GoLoco inh 131%[activator], NPSR antagonist -13%[46.1 µM], KinaseGlo FLuc -5%, IMPase Li cell 7%[38.3 µM], JMJD2E inh 0%, SMN2 splice up -10% and Epigenetic reg 0.0%.
For COP(=O)(OC)c1nc(-c2cccc3ccccc23)oc1N1CCOCC1 the results were RECQ1 helicase -4%, RGS12 GoLoco inh -5%, NPSR antagonist -13%, KinaseGlo FLuc 2%, IMPase Li cell inconclusive, JMJD2E inh -1%, SMN2 splice up 3%[1.84 µM] and Epigenetic reg -0.9%.
For O=C1NC(=O)N(c2cccc(F)c2)C(=O)/C1=C/c1ccc(N2CCOCC2)cc1 the results were RECQ1 helicase 0%, RGS12 GoLoco inh 43%[activator], NPSR antagonist -19%, JMJD2E inh inconclusive and Epigenetic reg 3.8%.
For O=C(c1cc2c(s1)-c1ccccc1OC2)N1CCC2(CC1)OCCO2 the results were RECQ1 helicase -16%, RGS12 GoLoco inh 0%, NPSR antagonist -4%[46.1 µM], KinaseGlo FLuc -5%, IMPase Li cell -2%, JMJD2E inh inconclusive, SMN2 splice up 5.6µM* and Epigenetic reg 0.0%.
CCCCCc1nc2c(c(=O)c3ccccc3n2C)c(=O)n1C1CCCCCC1 was read as RECQ1 helicase 3%, RGS12 GoLoco inh 43%[activator], NPSR antagonist 10µM*, KinaseGlo FLuc -1%, IMPase Li cell -9%, JMJD2E inh -3%, SMN2 splice up -51%[inhibitor] and Epigenetic reg 7.8%.
CNC(=O)Oc1ccccc1OC(C)C was read as RECQ1 helicase -3%, RGS12 GoLoco inh 4%, KinaseGlo FLuc -3%, IMPase Li cell -1%, JMJD2E inh 3%, SMN2 splice up -3% and Epigenetic reg 2.7%.
For COC(=O)C1=CO[C@@H](C)[C@@H]2CN3CC[C@@]4(C(=O)Nc5ccccc54)[C@@H]3C[C@H]12 the results were RECQ1 helicase -4%, RGS12 GoLoco inh 0%, NPSR antagonist -12%, KinaseGlo FLuc 1%, IMPase Li cell 8%, JMJD2E inh -1%, SMN2 splice up -3% and Epigenetic reg 2.9%.

Compound activity: PubChem, National Center for Advancing Translational Sciences (NCATS)

Only part of the results is shown; rates above refer to the full screens.
